# TRPC4 PAM – TRPC4 (mouse) allosteric potentiation | AID 2227 | B-score at 10 µM | actives 0.42% (n = 310,000) | HEK293 TRPC4beta/mu-opioid, DAMGO EC20, Fluo-4 Ca2+ flux; stronger effect = higher value;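 active means B-score of calcium response area above 5 SD of library B-scores, with initial fluorescence ratio within 5 SD of library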;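 further: B-score of integrated fluorescence ratio over time as area under calcium response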
# TRPC6 act – activates the mouse TRPC6 cation channel; Q61143; HEK293-TRPC6 membrane potential dye fluorescence; stronger effect = higher value; B-score at 10 µM; actives 0.13% (n = 310,000); AID 2550;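 active means B-score of the integrated fluorescence ratio above library mean plus 3 SD, and starting fluorescence ratio within library mean plus 5 SD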;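 further: higher score means more depolarization so channel activation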
# Target sequence (Q61143 whole entry, looked up): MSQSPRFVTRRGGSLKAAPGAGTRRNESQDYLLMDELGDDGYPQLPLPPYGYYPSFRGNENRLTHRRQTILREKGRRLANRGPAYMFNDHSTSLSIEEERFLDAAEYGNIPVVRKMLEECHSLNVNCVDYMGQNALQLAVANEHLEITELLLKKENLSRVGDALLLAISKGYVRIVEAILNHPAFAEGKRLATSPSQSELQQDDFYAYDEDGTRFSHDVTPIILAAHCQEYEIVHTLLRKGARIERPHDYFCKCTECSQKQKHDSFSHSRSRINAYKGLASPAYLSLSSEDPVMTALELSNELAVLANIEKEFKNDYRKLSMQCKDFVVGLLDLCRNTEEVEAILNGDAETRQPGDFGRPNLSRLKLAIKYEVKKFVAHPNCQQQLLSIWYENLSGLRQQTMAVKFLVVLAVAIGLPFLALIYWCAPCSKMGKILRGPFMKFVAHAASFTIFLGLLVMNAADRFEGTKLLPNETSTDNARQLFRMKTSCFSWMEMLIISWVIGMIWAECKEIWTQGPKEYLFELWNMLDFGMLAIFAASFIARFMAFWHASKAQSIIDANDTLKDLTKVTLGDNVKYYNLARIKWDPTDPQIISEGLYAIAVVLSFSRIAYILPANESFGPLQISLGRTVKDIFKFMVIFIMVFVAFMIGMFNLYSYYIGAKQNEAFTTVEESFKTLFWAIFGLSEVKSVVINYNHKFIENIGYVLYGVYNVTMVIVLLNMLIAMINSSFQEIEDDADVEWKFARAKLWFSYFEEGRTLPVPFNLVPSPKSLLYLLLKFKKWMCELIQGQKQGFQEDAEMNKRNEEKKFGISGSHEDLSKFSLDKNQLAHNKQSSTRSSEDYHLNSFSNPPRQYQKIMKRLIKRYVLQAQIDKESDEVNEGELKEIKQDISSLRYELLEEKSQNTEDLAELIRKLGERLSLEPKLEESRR
# PolyA inhibitor – yeast polyadenylation inhibition; S. cerevisiae SKY197-pL101 polyadenylation reporter, beta-gal luminescence; efflux-impaired pdr1/pdr3 knockout yeast; score 100 = 6 SD above DMSO; calls only at 12 µM; actives 0.02% (n = 300,000); AID 1875;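 active means lowest replicate activity score at least 50, where 100 means six control SD above control mean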;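 further: yeast exposed to compound for 9 h at 30 °C; higher score means more reporter readthrough which indicates perturbed polyadenylation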
# TRPC4 inh – blocks the mouse TRPC4 cation channel; AID 2247; Q9QUQ5; actives 0.39% (n = 300,000); HEK293 TRPC4beta/mu-opioid, DAMGO-evoked Fluo4 calcium flux; stronger effect = lower value; B-score at 10 µM;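 active means B-score over 3 SD under the library average, no early fluorescence shift, positive overall ratio signal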
#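 test system = HEK293 cells with stable TRPC4beta plus mu-opioid receptor expression | detection = Fluo4 Ca2+ flux fluorescence | read-out = integrated fluorescence ratio relative to baseline, converted to per-well B score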
# MrgX1 ag – agonists of human MrgX1 receptor; Q96LB2; MrgX1-HEK293 cells, Fluo-4 calcium fluorescence, agonist mode; stronger effect = higher value; B-score at 10 µM; actives 0.44% (n = 310,000); AID 588627;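 active means calcium response B-score plate-corrected fluorescence ratio at least 3 library SD, with starting fluorescence B-score inside 5 SD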
#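 Test system: Stable human MrgX1 HEK293 cell line | Schedule: Overnight plating before 1 h dye loading | Read-out basis: Baseline-normalised fluorescence change ratio, B-scored | Detection: Kinetic calcium dye fluorescence, Fluo-4 NW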
# TRPC6 inh – mouse TRPC6 channel inhibition. HEK293-TRPC6, membrane potential dye, ACh-evoked depolarization; stronger effect = lower value. AID 2553. Q61143. B-score at 10 µM. actives 1.1% (n = 310,000);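 active means B-score under library mean minus 3 SD, initial fluorescence not abnormally high, positive integrated signal ratio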;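 further: B-score derived from integrated fluorescence ratio over the kinetic read; more negative B-score means stronger inhibition of depolarization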
# TRPC4 act – activators of mouse TRPC4 channel. Q9QUQ5. HEK293 TRPC4beta/mu-opioid, Fluo4 calcium fluorescence; stronger effect = higher value. actives 0.49% (n = 310,000). B-score at 10 µM;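 active means B-score above 5 SD of library B-scores, and initial fluorescence ratio not above library mean plus 5 SD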;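 further: positive B-score marks a calcium rise read as TRPC4 activation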
#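 system = HEK293 cells stably co-expressing mouse TRPC4beta and mu-opioid receptor | schedule = Fluo4 dye loading 45 min at room temperature, 110 s recording | measure = B-scored integrated calcium fluorescence ratio | signal = Fluo4 calcium-sensitive dye fluorescence, kinetic, 1 Hz baseline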
# HIF act – HIF pathway transcriptional activation. activation, % at 7.5 µM (by protocol). actives 0.32% (n = 300,000). AID 1910. U2OS HRE-luciferase reporter, luminescence; normalized: DMSO 0%, desferrioxamine 100%;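 active means mean activation of at least 10% of the iron chelator positive control signal, with at least half of replicates also reaching 10%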
# MrgX1 allo act – human MrgX1 positive allosteric modulation, primary screen; Q96LB2; MrgX1-HEK293, Fluo-4 calcium flux, FDSS; stronger effect = higher value; B-score at 10 µM; actives 0.63% (n = 310,000); AID 588675;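 active means plate-corrected calcium response at least 3 library SD above typical, normal starting fluorescence, not activating the receptor alone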;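 further: compound read alongside a low EC10 to EC30 dose of BAM8-22 agonist; peak minus trough fluorescence over baseline measured at the second addition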
# AI-2 QS modul – modulates the Vibrio harveyi AI-2 quorum sensing system | actives 0.4% (n = 300,000) | Vibrio harveyi JMH597 AI-2 luminescence/OD600 ratio, 9 h; stronger effect = lower value; strain lacks LuxN and CqsS sensors; 0 = neutral-control median | activity change, % at 7.5 µM; in the data active means activity change below about -75%, passing the limit was not always enough;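 further: luminescence divided by OD600 gain over 9 h not by final OD600 alone; inactives centre near 13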
# MrgX1 antagonist – blocks BAM8-22 activation of human MrgX1 receptor; Q96LB2; MRGX1-HEK293 calcium flux, Fluo-4, BAM8-22 antagonism; stronger effect = lower value; actives 1.3% (n = 310,000); B-score at 10 µM; AID 588676;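 active means calcium-response B-score plate-corrected more than 3 library SD below zero, starting fluorescence within 5 deviations, no agonist response on first addition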;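 further: peak minus trough fluorescence over baseline after final BAM8-22 challenge near maximal dose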
# Starred values were filed as active, the others as inactive; i = inactive; . = not tested or not shown. Only part of the results is shown; the hit share may differ from the screen's.
SMILES,TRPC4 PAM,TRPC6 act,PolyA inhibitor,TRPC4 inh,MrgX1 ag,TRPC6 inh,TRPC4 act,HIF act,MrgX1 allo act,AI-2 QS modul,MrgX1 antagonist
Cc1ccccc1OCC(=O)N/N=C1\CC(=O)CC(C)(C)C1,i,i,i,i,i,i,i,-0.4,i,26.2,i
CC(NO)/C(=N\O)c1cccs1 (configuration not stated),i,i,i,i,i,i,i,0.5,i,-1.1,i
COC(=O)CCC(=O)OC1(C)C(=O)C2=CN(CC(C)C)C(c3ccc(OC)cc3)=CC2=C(Br)C1=O (configuration not stated),i,i,i,i,i,i,i,-0.1,i,-2.9,i
Cc1cc(-c2ccccc2)nc(N(C)N)c1S(C)(=O)=O,i,i,i,i,i,i,i,1.4,i,28.7,i
O=C(NN1C(=O)c2ccccc2C1=O)C1C2CCCCC21 (configuration not stated),i,i,i,i,i,i,i,0.1,i,6.0,i
CCOC(=O)CN1C(=O)N[C@@H](CCc2ccccc2)C(C(C)=O)=C1C,i,i,i,i,i,i,i,-1.8,i,11.1,i
Cc1nc2cc(N3CCN(C)CC3)c(NC(=O)Cc3ccccc3)cc2c(=O)n1Cc1ccccc1,i,i,i,i,i,i,i,-2.0,i,18.8,i
O=C(NNC(=S)NC(=O)c1cccc([N+](=O)[O-])c1)c1ccc(Br)cc1,i,i,i,i,92.9*,i,79*,-0.1,i,-211.8*,i
COc1ccc(CNC(=O)CCC(=O)N2CCN(S(=O)(=O)c3ccc(Cl)cc3)CC2)cc1,i,i,i,i,i,i,i,-0.3,i,10.7,i
COc1ccccc1N1C(=O)C2CCC(c3ccccc3)CC2C1=O (configuration not stated),i,i,i,i,i,i,i,-0.2,i,18.3,i
Cc1[nH]c2ccccc2c1C(=O)C(=O)N1CCN(c2ccccc2F)CC1,i,i,i,i,i,i,i,-0.5,i,12.7,i
CCn1nc(C)c(/C=N\NC(=O)c2cccc(OC)c2)c1C,i,i,i,i,i,i,i,2.1,i,20.6,i
O=C(CCc1ccc(O)cc1)NNC(=S)NCCc1ccccc1,i,i,i,i,i,i,i,-1.1,i,-3.5,i
O=C(c1cccn(Cc2ccc(Cl)c(Cl)c2)c1=O)N1CCOCC1,i,i,i,i,i,i,i,-1.0,i,27.7,i
CC(c1c(O)c2ccccc2[nH]c1=O)C1(C)CCC(O)C(C)(C)O1 (configuration not stated),i,i,i,i,i,i,i,0.5,i,6.9,i
CCN(c1ccccc1)S(=O)(=O)c1ccc(Cl)c(NC(=O)CN(C)C2CCN(C)CC2)c1,i,i,i,i,i,i,i,-0.1,i,-1.8,i
N#CCc1nc2ccccc2c(=O)[nH]1,i,i,i,i,i,i,i,0.3,i,1.5,i
CCn1c(SCC(=O)NCc2ccc3c(c2)OCO3)nnc1-c1ccncc1,i,i,i,i,i,i,i,0.0,i,5.2,i
CCC(CC)COC(=O)C1=C(C)NC(=O)NC1c1ccc2c(c1)OCO2 (configuration not stated),i,i,i,i,i,i,i,-0.9,i,-7.5,i
C=CCn1c(SCC#N)nc2c(c1=O)C(C)(C)Cc1ccccc1-2,i,i,i,i,i,i,i,-0.3,i,19.0,i

# The list goes on (2 carried over from the part before).
SMILES,TRPC4 PAM,TRPC6 act,PolyA inhibitor,TRPC4 inh,MrgX1 ag,TRPC6 inh,TRPC4 act,HIF act,MrgX1 allo act,AI-2 QS modul,MrgX1 antagonist
CCC(CC)COC(=O)C1=C(C)NC(=O)NC1c1ccc2c(c1)OCO2 (configuration not stated),i,i,i,i,i,i,i,-0.9,i,-7.5,i
C=CCn1c(SCC#N)nc2c(c1=O)C(C)(C)Cc1ccccc1-2,i,i,i,i,i,i,i,-0.3,i,19.0,i
Cc1ccc(Nc2c([N+](=O)[O-])cc(C(=O)N3CC(=O)Nc4ccccc43)cc2[N+](=O)[O-])c(C)c1,i,i,i,i,i,i,i,0.1,i,23.1,i
Cc1cccc(NC(=O)CS(=O)(=O)Cc2ccccc2)n1,i,i,i,i,i,i,53*,-16.3,i,23.5,i
CC(=O)N1c2ccc(S(=O)(=O)N3CCC(C(=O)Nc4cccc(C)c4)CC3)cc2CC1C (configuration not stated),i,i,i,i,i,i,i,-0.4,i,-3.2,i
COc1cc(-c2nc(-c3ccc(Br)o3)no2)cc(OC)c1OC,i,i,i,i,i,i,i,0.0,i,7.3,i
COc1ccccc1CNC(=O)Cn1nc(C)c([N+](=O)[O-])c1C,i,i,i,i,i,i,i,-0.3,i,11.4,i
O=C(COC(=O)Cn1c(C(F)(F)F)nc2ccccc21)Nc1ccc2c(c1)OCCO2,i,i,i,i,i,i,i,-0.3,i,3.4,i
Cc1ccc(N2C(=O)SC(Cc3ccccc3)C2=O)cc1 (configuration not stated),i,i,i,i,i,i,i,-0.4,i,4.6,i
CCn1nnc(NC(=O)c2ccc(-c3ccccc3[N+](=O)[O-])o2)n1,i,i,i,i,i,i,i,1.7,i,5.5,i
CCCc1[nH]nc2c1C(c1ccccc1OC)C(C#N)=C(N)O2 (configuration not stated),i,i,i,i,i,i,i,-0.5,i,25.0,i
O=C(Nc1ccccc1)c1cccnc1N1CCCC1,i,i,i,i,i,i,i,-0.4,i,0.5,i
Cc1ccc(C2=[N+]([O-])C3(CCCCC/C3=N\NC(N)=O)N(O)C2(C)C)o1 (configuration not stated),i,i,i,i,i,i,i,0.2,i,18.1,i
COC(=O)c1ccc(Oc2nc(Nc3ccc(C)c(C)c3)nc(N(C)C)n2)cc1,i,i,i,i,i,i,i,-0.2,i,9.4,i
O=C(Nc1ccc(N2CCOCC2)cc1)c1ccc(COc2ccccc2)cc1,i,i,i,i,i,i,i,-0.9,i,.,i
Cc1ccnc(SCC(N)=O)n1,i,i,i,i,i,i,i,-1.2,i,14.4,i
CCn1c(C(=O)N2CCCC(C(=O)O)C2)cc2sccc21 (configuration not stated),i,i,i,i,i,i,i,-0.4,i,42.2,i
CCc1cc(=O)oc2cc(C)cc(OCC(=O)N3CCC(C(=O)O)CC3)c12,i,i,.,i,i,i,i,-0.2,i,21.8,i
O=C(/C=C/c1cccc([N+](=O)[O-])c1)c1ccc2c(c1)OCCO2,i,i,i,i,i,i,i,4.2,i,10.4,i
Cc1ccnc2nc(C(=O)Nc3nc4ccccc4s3)nn12,i,i,i,i,i,i,i,0.5,i,14.8,i
O=C(NCC(=O)N1CCN(c2ncccn2)CC1)c1cccs1,i,i,i,i,i,i,i,0.6,i,25.3,i
O=C(CSc1nc2ccccc2o1)NCC(=O)c1ccccc1,i,i,i,i,i,i,i,-0.2,i,11.2,i

# Complete entries from above. Order of screens: TRPC4 PAM, TRPC6 act, PolyA inhibitor, TRPC4 inh, MrgX1 ag, TRPC6 inh, TRPC4 act, HIF act, MrgX1 allo act, AI-2 QS modul, MrgX1 antagonist
# Profile of CCc1cc(=O)oc2cc(C)cc(OCC(=O)N3CCC(C(=O)O)CC3)c12 → i, i, ., i, i, i, i, -0.2, i, 21.8, i
# Profile of COc1cc(-c2nc(-c3ccc(Br)o3)no2)cc(OC)c1OC → i, i, i, i, i, i, i, 0.0, i, 7.3, i

# Following part:
SMILES,TRPC4 PAM,TRPC6 act,PolyA inhibitor,TRPC4 inh,MrgX1 ag,TRPC6 inh,TRPC4 act,HIF act,MrgX1 allo act,AI-2 QS modul,MrgX1 antagonist
O=C(Cn1nnc2ccccc21)NNC(=O)c1ccccc1,i,i,i,i,i,i,i,1.7,i,22.0,i
O=C(NC(=O)c1ccccc1)OCCN1C(=O)c2ccccc2C1=O,i,i,i,i,i,i,i,-0.5,i,-0.4,i
CCn1ncc(Br)c1C(=O)Nc1ccc2c(c1)OCCO2,i,i,i,i,i,i,i,0.6,i,-10.7,i
O=C(NCC1COc2ccccc2O1)c1ccc(NC(=O)c2ccco2)cc1 (configuration not stated),i,i,i,i,i,i,i,0.0,i,21.9,i
Cn1c2ccccc2c2nnc(SCc3ccc4nonc4c3)nc21,i,i,i,i,i,i,i,-0.2,i,18.6,i
COc1ccc(OC)c(CCNC(=O)c2nn(C)c3c2CS(=O)(=O)c2ccccc2-3)c1,i,i,i,i,i,i,i,-0.5,i,5.9,i
Cn1cc(NC(=O)OCc2ccc(Cl)cc2)c(C(F)(F)F)n1,i,i,i,i,i,i,i,1.1,i,20.4,i
Cc1cc(C(=O)Nc2sc3c(c2C#N)CCC(C)C3)no1 (configuration not stated),i,i,.,i,i,i,i,0.1,i,12.5,i
COc1ccc(C2C(C#N)=C(N)Oc3n[nH]c(C)c32)cc1Cn1nnc2ccccc21 (configuration not stated),i,i,.,i,i,i,i,-0.7,i,25.8,i
CCc1ccccc1NC(=O)N1CCCc2ccccc21,i,i,i,i,i,i,i,1.8,i,10.8,i
COC(=O)c1c(C(=O)OC)c2ccccn2c1C(=O)c1ccc([N+](=O)[O-])cc1,i,i,i,i,i,i,i,-1.7,i,22.6,i
Cc1ccc(C)c(Nc2cc(C)nc3ncnn23)c1,i,i,i,i,i,i,i,-1.5,i,13.6,i
O=C(CSc1ccc(-c2nc3ccccc3[nH]2)cn1)Nc1ccc(S(=O)(=O)NC2CC2)cc1,i,i,i,i,i,i,i,0.9,i,30.4,i
CC1CCC(N2CCN(S(=O)(=O)Cc3ccccc3)CC2)CC1 (configuration not stated),i,i,i,i,i,i,i,0.0,i,14.6,i
Cc1cccc(NC2(C(F)(F)F)N=C3SCCN3C2=O)n1 (configuration not stated),i,i,i,i,i,i,i,-0.3,i,2.4,i
COCCNC(=O)c1ccc(CN2CCC(Cc3ccccc3)CC2)cc1,i,i,i,i,i,i,i,-1.3,i,5.3,i
Cc1ccc(S(=O)(=O)NC(=O)NCc2ccccc2)cc1,i,i,i,i,i,i,i,-0.4,i,8.3,i
CCCCn1c(SCC(=O)c2ccccc2)nc2ccsc2c1=O,i,i,i,i,i,i,i,0.9,i,6.6,i
O=C(CCC1CCN(C(=O)c2ccco2)CC1)NCc1ccc(F)cc1,i,i,i,i,i,i,i,-0.1,i,14.8,i
Cc1ccc(C)c(N(C)S(=O)(=O)c2ccc3[nH]cc(C(=O)NCCN4CCOCC4)c(=O)c3c2)c1,i,i,i,i,i,i,i,-0.1,i,17.0,i
Cc1c(O)ccc2c(CN3CCN(CCO)CC3)cc(=O)oc12,i,i,i,i,i,i,i,.,i,13.2,i
S=C(Nc1cccc2ccccc12)NC1CCCCC1,i,i,i,i,i,i,i,1.6,i,24.9,-5.36*
